V-ATPase pH: yeast V-ATPase proton transport regulation by pHLuorin. S. cerevisiae, pHLuorin cytosolic pH fluorescence. response, % at 10 µM. actives 0.37% (n = 350,000). AID 504577; in the data active means response mostly above about 7.3%, no sharp cut-off; inactive means mostly below about 5.4%; further: actives read high; inactives centre near 0; some compounds called inactive have numbers as strong as hits; reference of the scale not given here
Keap1-Nrf2 PPI: Keap1-Nrf2 (human) interaction inhibition; Q14145; Keap1 Kelch-Nrf2 peptide fluorescence polarization, 1536-well; inhibition, % at 9.4 µM; actives 0.15% (n = 340,000); AID 504523; in the data active means inhibition above about 12%;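 further: human Keap1 Kelch domain with fluorescein labeled Nrf2 9mer peptide probe; 0% = neutral control wells and 100% = peptide positive control; higher means more block of Keap1 binding to Nrf2 peptide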
Target sequence (Q14145 whole entry, looked up, the tested form may be a part): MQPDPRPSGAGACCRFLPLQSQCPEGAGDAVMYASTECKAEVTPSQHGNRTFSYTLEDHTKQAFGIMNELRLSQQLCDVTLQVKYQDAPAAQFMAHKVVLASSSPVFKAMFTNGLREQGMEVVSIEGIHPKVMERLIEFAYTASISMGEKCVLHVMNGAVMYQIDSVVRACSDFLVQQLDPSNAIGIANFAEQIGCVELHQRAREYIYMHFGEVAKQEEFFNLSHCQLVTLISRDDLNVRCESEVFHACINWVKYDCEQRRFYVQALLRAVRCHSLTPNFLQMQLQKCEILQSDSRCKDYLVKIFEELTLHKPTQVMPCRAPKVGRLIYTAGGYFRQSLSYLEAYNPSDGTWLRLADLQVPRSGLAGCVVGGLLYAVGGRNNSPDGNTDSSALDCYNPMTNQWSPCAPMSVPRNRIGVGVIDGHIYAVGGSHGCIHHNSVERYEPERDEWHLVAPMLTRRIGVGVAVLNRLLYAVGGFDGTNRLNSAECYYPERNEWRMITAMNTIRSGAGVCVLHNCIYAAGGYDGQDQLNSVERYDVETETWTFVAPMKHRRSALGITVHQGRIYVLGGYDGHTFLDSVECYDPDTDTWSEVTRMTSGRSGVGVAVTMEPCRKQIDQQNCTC
cardiac RTF act: increases calcium sensitivity of human cardiac regulated thin filaments. P19429+P45379. IANBD-labeled TnC RTF fluorescence at EC20 calcium; 0% EC20 calcium, 100% full calcium. activation, % at 7.2 µM. actives 0.24% (n = 340,000);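 active means activation above the mean over all tested compounds plus 3 SD, cut at about 30% in these data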;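 further: rise in fluorescence read as greater calcium sensitivity of cardiac thin filaments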
Arr AP2 block: blocks beta-arrestin peptide binding to AP2 adaptin | actives 0.31% (n = 340,000) | inhibition, % at 10 µM | FITC-arrestin peptide / GST-AP2 beads, flow cytometry; AP2 beta2 appendage carries R879A mutation;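 active means inhibition above a set limit, near 3 SD of compounds lacking own fluorescence, cut at about 54% in these data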;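 further: plate controls were DMSO wells for no effect and 5 µM unlabelled arrestin peptide for full effect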
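System: GST-AP2 R879A glutathione beads. Medium: PBS with 0.05% Tween 20 and 0.1% BSA. Also added: FITC-arrestin peptide, 50 nM. Incubation: 12 min plus 1 h, RT. Measured by: high-throughput flow cytometry of beads, ex 488, em 535 nm. Evaluation: percent drop in bead-associated FITC signal.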
Wnt act: activates Wnt/beta-catenin signaling in a reporter cell assay; activation, % at 9.35 µM; actives 1.2% (n = 300,000); activator, plate reader; in the data active means activation above about 30%, passing the limit was not always enough;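 further: 0% = neutral control wells and 100% = positive control wells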
MOR-DOR ag: agonists of human mu-delta opioid receptor heterodimerization; actives 0.3% (n = 340,000); cells, OPRM1-OPRD1 heterodimerization, luminescence; P35372+P41143; activation, % at 9.3 µM; in the data active means activation above about 18%;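 further: 0% = vehicle-treated cells and 100% = reference agonist; values of inactives mirror those of a sister screen read the other way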
RTF Ca sens inh: cardiac RTF calcium desensitization; inhibition, % at 7.15 µM; IANBD-labeled cardiac RTF, Ca2+ fluorescence; AID 493244; actives 0.12% (n = 340,000);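 active means inhibition above the mean inhibition of all tested compounds plus 3 SD, cut at about 17% in these data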;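 further: assay run at fixed EC70 calcium of 1.6 mM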
DSG3 Ab inh: blocks pemphigus antibody binding to human desmoglein-3; DSG3-coupled beads, scFv-anti-DSG3-GFP binding, flow cytometry; stronger effect = lower value; actives 0.48% (n = 310,000); binding (percent of control), % at 10 µM; P32926; AID 588358;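 active means binding more than 3 SD below its plate's average and above zero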;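 further: hits lower antibody fragment binding to DSG3; some compounds called inactive have numbers as strong as hits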
OPRM1-OPRD1 inv: inverse agonists of human mu-delta opioid receptor heterodimerization; P35372+P41143; actives 0.21% (n = 340,000); AID 504357; inhibition, % at 9.3 µM; cell-based MOR-DOR heterodimer luminescence, inverse agonism; in the data active means inhibition above about 22%, passing the limit was not always enough;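 further: 0% = cells with DMSO and 100% = wells without cells with DMSO; values of inactives mirror those of a sister screen read the other way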
LANA DNA inh: inhibitors of KSHV LANA C-terminal domain DNA binding; MBP-C-LANA/FAM-LBS DNA binding, fluorescence polarization; inhibition, % at 9 µM; actives 0.078% (n = 340,000); AID 504423;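 active means highest replicate inhibition at or above 60% at 9 µM, even if other replicates fall short; inactive means all replicates below 60% inhibition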;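 further: 0% = neutral control wells and 100% = 4 µM acridine orange control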
* hit, by the source's call; x = no result given. Compounds as they come; overall some 3.1% were active at least once.

item	smiles	Keap1-Nrf2 PPI	RTF Ca sens inh	Arr AP2 block	MOR-DOR ag	Wnt act
1	Cc1cccc(C)c1NC(=O)CCCSc1nnc(-c2ccco2)n1-c1ccccc1	3	-6	-1	-1.5	-2
2	CN1CCN(C(=S)c2cn(Cc3ccccc3F)c3ccccc23)CC1	-2	-1	-12	-2.8	0
3	COc1ccc(C(=O)Nc2cc(C)ccc2NC(=O)COc2ccccc2)cc1	-6	-8	-3	0.5	x
4	Cn1c(-c2ccc3c(c2)OCO3)cc(=O)c2ccccc21	-6	-15	7	-0.8	-1
5	CCn1c(C)nc2cc(C(=O)NNC(=O)[C@@H](NC(=O)c3cc(OC)cc(OC)c3)C(C)C)ccc21	-2	-4	0	0.0	1
6	O=C(CSc1ccc2nnc(-c3ccncc3)n2n1)Nc1ccc2c(c1)OCCO2	-2	-6	27	-1.8	-7
7	CC(=O)Nc1ccc2c(c1)nc1n2CCN(C2CCCCC2)C1	-1	5	28	x	-1
8	CC(=O)N1c2ccc(S(=O)(=O)NC(CC(=O)O)c3ccc(Br)cc3)cc2CC1C (centres undefined)	0	-7	-5	-2.6	-2
9	COc1ccc(/C(N)=N/OC(=O)c2cccc([N+](=O)[O-])c2C)cc1	-2	3	9	1.6	-2
10	CCOC(=O)C1CCN(C(=O)C2CCC(=O)N(Cc3cccc(C(F)(F)F)c3)C2)CC1 (centres undefined)	-7	3	-4	-2.4	0
11	Cc1ccc(CNC(=O)C(=O)NCC2CCCO2)cc1 (centres undefined)	1	-2	20	-1.4	x
12	Cc1ccc(O)c(C2=Nc3ccccc3N=C(c3ccc([N+](=O)[O-])cc3)C2)c1	-1	5	12	0.4	x

item	OPRM1-OPRD1 inv	DSG3 Ab inh	LANA DNA inh	V-ATPase pH	cardiac RTF act
1	8	82	-2.0	6	-4
2	14	102	2.0	3	7
3	-3	84	0.2	1	-3
4	5	89	-0.3	-2	5
5	0	92	-0.1	1	2
6	10	95	0.1	4	0
7	x	94	1.6	4	4
8	14	x	-0.8	2	-4
9	-7	x	-0.9	-5	8
10	17	104	-1.0	2	-8
11	6	97	-1.1	3	0
12	-2	99	1.2	-1	-2

Entries 11–12 from above:
item	smiles	Keap1-Nrf2 PPI	RTF Ca sens inh	Arr AP2 block	MOR-DOR ag	Wnt act
11	Cc1ccc(CNC(=O)C(=O)NCC2CCCO2)cc1 (centres undefined)	1	-2	20	-1.4	x
12	Cc1ccc(O)c(C2=Nc3ccccc3N=C(c3ccc([N+](=O)[O-])cc3)C2)c1	-1	5	12	0.4	x

item	OPRM1-OPRD1 inv	DSG3 Ab inh	LANA DNA inh	V-ATPase pH	cardiac RTF act
11	6	97	-1.1	3	0
12	-2	99	1.2	-1	-2

(list continues)
item	smiles	Keap1-Nrf2 PPI	RTF Ca sens inh	Arr AP2 block	MOR-DOR ag	Wnt act
13	O=C(N=C1SC2CS(=O)(=O)CC2N1c1ccccc1C(F)(F)F)C1CCCO1 (centres undefined)	1	-1	39	-0.8	0
14	O=C(Cc1ccc(F)cc1)OCC(=O)c1cc2ccccc2o1	0	-26	20	-8.3	x
15	COc1ccc(NS(=O)(=O)c2cccc(C(=O)NNC(=O)CNC(=O)c3ccccc3F)c2)cc1	0	6	1	-1.7	-1
16	COCC(C)n1c(SCC(=O)NC2CCCCC2C)nc2ccccc2c1=O (centres undefined)	3	1	47	-1.7	-4
17	O=C(Cc1ccccc1[N+](=O)[O-])NCCc1ccc(F)cc1	4	-4	-3	-3.1	0
18	O=C(OC1CCOC1=O)c1ccc2ncsc2c1 (centres undefined)	3	-3	24	-1.5	9
19	Cc1nn(-c2ccccc2)c(N2CCCC2)c1/C=N/NC(=O)c1cc(-c2ccccn2)nc2ccccc12	-1	6	18	1.4	-2
20	CCC(C)NS(=O)(=O)c1ccc(OCC(=O)NCc2ccc(OC)cc2)cc1 (centres undefined)	3	-3	19	-0.5	-1
21	CCn1c(N2CCN(S(=O)(=O)c3ccc(OC)cc3)CC2)nc2ccccc21	-1	-6	7	-0.9	-3
22	CCc1ccc(Oc2coc3cc(O)ccc3c2=O)cc1	-1	-4	31	-3.7	6
23	Cc1c(Cl)c([N+](=O)[O-])nn1CCCC(=O)Nc1ccc(Cl)cc1Cl	-8	-5	3	3.5	0
24	Cc1ccc(NS(=O)(=O)c2cc(OCC(N)=O)c(C)cc2Cl)cc1C	9	-7	5	2.2	-2

item	OPRM1-OPRD1 inv	DSG3 Ab inh	LANA DNA inh	V-ATPase pH	cardiac RTF act
13	4	104	-1.5	1	0
14	48*	101	-0.1	-1	-4
15	11	106	-1.9	1	-5
16	9	92	1.1	-1	-2
17	15	117	-1.9	-1	-3
18	8	108	0.5	0	4
19	-7	72	-0.4	2	7
20	3	105	x	4	-3
21	4	124	-2.3	3	-9
22	18	96	5.0	-2	-2
23	-19	121	0.4	2	-10
24	-13	104	-9.7	2	-18

The list goes on:
item	smiles	Keap1-Nrf2 PPI	RTF Ca sens inh	Arr AP2 block	MOR-DOR ag	Wnt act
25	C#CCOCCOCCOCCNc1nc(N2CCN(C(=O)[C@H](CO)n3cc([C@@H](N)C(C)C)nn3)CC2)nc(N2CCN(C(=O)[C@H](CCCCN)n3cc([C@@H](N)[C@H](C)CC)nn3)CC2)n1	-7	4	-2	-1.8	-4
26	Cc1cc(-c2ccc(Cl)cc2)n2ncnc2n1	x	x	-8	x	2
27	C#CCSc1nnnn1-c1ccc(Br)c(C)c1	-6	-7	-4	-2.4	1
28	O=C(NCc1ccco1)/C(=C/c1ccco1)NC(=O)c1ccco1	1	-10	20	-2.4	0
29	CCOC(=O)c1c(C)[nH]c(C)c1S(=O)(=O)NCCCc1ccco1	-2	9	-7	-1.2	1
30	O=C(NC1c2ccccc2-c2ccccc21)c1ccccc1	-4	-10	8	-0.4	-5
31	COc1ccc(-c2ccc(NS(=O)(=O)c3cc([N+](=O)[O-])c(C)c([N+](=O)[O-])c3)cc2)nn1	3	2	47	0.6	0
32	Cc1ccc(C)c(N2CCN(CCCc3ccccc3)CC2)c1	4	-1	7	5.8	-2
33	CCc1nonc1NC(=O)c1oc2ccc(C)cc2c1C	-1	0	36	5.4	15
34	N#Cc1cccc(C(=O)OCC(=O)NCc2ccco2)c1	-4	-6	9	-2.4	0
35	Cc1ccc(-n2nc3cc(Cl)c(NC(=O)c4ccco4)cc3n2)cc1	-8	-1	1	-1.8	x
36	N#CCN1CCN(CC(=O)c2ccc(Br)cc2)CC1	-5	-5	3	-1.0	2

item	OPRM1-OPRD1 inv	DSG3 Ab inh	LANA DNA inh	V-ATPase pH	cardiac RTF act
25	10	109	-3.6	4	1
26	x	110	x	-8	x
27	12	88	-0.1	1	5
28	13	98	1.0	3	-4
29	6	107	-0.1	0	-1
30	2	103	0.5	5	-3
31	-3	78	0.6	-4	-10
32	-29	102	-0.4	2	-5
33	-27	100	1.0	2	0
34	16	107	0.5	-1	-6
35	9	102	0.2	-2	4
36	5	106	-0.5	-2	4

Ordered by value in Keap1-Nrf2 PPI (rising): 5 from the list above.
entry	SMILES	Keap1-Nrf2 PPI
36	N#CCN1CCN(CC(=O)c2ccc(Br)cc2)CC1	-5
30	O=C(NC1c2ccccc2-c2ccccc21)c1ccccc1	-4
33	CCc1nonc1NC(=O)c1oc2ccc(C)cc2c1C	-1
28	O=C(NCc1ccco1)/C(=C/c1ccco1)NC(=O)c1ccco1	1
31	COc1ccc(-c2ccc(NS(=O)(=O)c3cc([N+](=O)[O-])c(C)c([N+](=O)[O-])c3)cc2)nn1	3

Next entries follow.
item	smiles	Keap1-Nrf2 PPI	RTF Ca sens inh	Arr AP2 block	MOR-DOR ag	Wnt act
37	Cn1c(C(=O)O)cnc1Sc1ncc(C(F)(F)F)cc1Cl	3	-1	x	0.4	0
38	O=C1C=C(c2ccc3ccccc3c2)C[C@@H](c2ccc(F)cc2)C1	2	-7	-1	-1.0	10
39	COc1ccc(-c2nc(NC(=O)C3=NN(c4cccc(C)c4)C(=O)CC3)sc2C)cc1	3	-1	3	-2.7	-2
40	O=C(Cn1c(=O)oc2ccccc21)Nc1cccc(Cl)c1	-3	-11	5	-2.0	-1
41	C[C@H](NC(=O)c1nc[nH]c1C(=O)NC1CCN(C(=O)OC(C)(C)C)CC1)C(=O)OC(C)(C)C	3	-2	-1	-2.1	4
42	CN(Cc1nccn1C)C(=O)CC1C(=O)NCCN1Cc1ccccc1C(F)(F)F (centres undefined)	-1	-8	-4	-0.2	-2
43	COc1ccc(C(=O)N[C@H](C(=O)Nc2nc3c(s2)CCCC3)C(C)C)cc1	-2	-4	-5	-1.4	38*
44	CC1CCCC(C)N1C(=O)CSc1nc(N)cc(N)n1 (centres undefined)	-5	2	-7	-1.1	0
45	CC(=O)OC[C@H]1O[C@@H](Sc2cccc3cccnc23)[C@H](OC(C)=O)[C@@H](OC(C)=O)[C@H]1OC(C)=O	-7	-21	3	-2.2	-2
46	COc1ccc2cc(S(=O)(=O)N3CCCCC3)ccc2c1S(=O)(=O)N1CCCCC1	3	2	-8	-2.3	x
47	COc1ccccc1NC(=O)COc1ccc(C(=O)NC2CCCc3ccccc32)cc1OC (centres undefined)	-4	-2	-11	-0.9	-2
48	CCC(CC)C(=O)NCc1ccccc1OC	-2	-9	-2	-3.1	x

item	OPRM1-OPRD1 inv	DSG3 Ab inh	LANA DNA inh	V-ATPase pH	cardiac RTF act
37	-3	92	-7.4	1	-10
38	6	104	-0.8	2	-2
39	14	102	-1.1	-1	-4
40	10	117	10	1	-3
41	12	104	-0.3	3	-4
42	1	108	2.0	4	3
43	7	102	0.3	3	8
44	8	x	0.0	-3	-3
45	12	88	0.2	-1	5
46	14	107	1.1	-4	1
47	4	98	3.1	-1	2
48	17	104	-1.3	-4	5

Assay outcomes (PubChem)
